# TNAP activators – stimulation of alkaline phosphatase TNAP activity – biochemical, luminescent, no phosphate acceptor, uHTS, primary screen (AID 1001); purified TNAP, luminescent activation assay, no phosphate acceptor; higher activation fold means a stronger effect; one-dose activation fold at 20 µM; EC50 in µM for titrated hits; hit rate 0.03% among 200,000; in the data active means activation fold from about 3, or a potency from the dose series; inactive means the rest, 99 in 100 with activation fold below about 1.6; further: many of its hits are not listed in these tables
# PMI inhibitors – inhibitors of human PMI, primary screen, biochemical, fluorescence intensity, coupled assay (AID 1209); inhibition, % at 20 µM, or IC50 in µM where a hit was titrated; purified PMI enzyme, coupled fluorescence intensity; higher % means a stronger effect; hit rate 0.42% among 190,000;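 further: plate controls were DMSO vehicle for no effect and wells lacking substrate for full effect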
# PMI inhibition – human PMI inhibitors, high substrate, primary screen, biochemical, fluorescence intensity, high mannose 6-phosphate (AID 1220); recombinant PMI enzyme, coupled fluorescence intensity; higher % means a stronger effect; inhibition, % at 20 µM; hits with a dose series show IC50 in µM; hit rate 0.66% among 190,000
# LYP inhibition – PTPN22 lymphoid phosphatase activity blockers – biochemical, fluorescence intensity, uHTS (AID 1779); recombinant LYP phosphatase, fluorescence intensity; higher % means a stronger effect; inhibition, % at 11.5 µM; hits with a dose series show IC50 in µM; hit rate 0.054% among 290,000;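 further: plate controls were vehicle with enzyme for no effect and no enzyme for full effect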
# Yfh1-depleted yeast – enhancers of respiration in Yfh1-depleted yeast, dose response, Friedreich's ataxia, plus single-dose screen (AID 1465) | S. cerevisiae Yfh1-off respiration, WST-1 reduction, 72 h; higher fold induction means a stronger effect | one-dose fold induction at 50 µM; EC50 in µM for titrated hits | hit rate 0.074% among 220,000;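 active means fold induction of absorbance versus untreated yeast above a set limit, then at least 30% activation at any dose in follow-up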;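 further: activators that raise dye reduction in frataxin-depleted yeast; strong numbers were not always called active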
# P. falciparum M17LAP – P. falciparum M17LAP inhibitors, primary screen, biochemical, fluorogenic H-Leu-NHMec substrate, 1536-well (AID 1619). one-dose inhibition, % at 30 µM; IC50 in µM for titrated hits. hit rate 0.38% among 220,000. recombinant M17LAP, H-Leu-NHMec fluorogenic kinetic assay; higher % means a stronger effect;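 active means compound inhibiting the enzyme by more than half at any dose during confirmatory dose-response retesting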;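 further: plate controls were full reaction with DMSO carrier for no effect and no enzyme background for full effect; strong numbers were not always called active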
# XIAP antagonists – XIAP antagonists, biochemical, IAP family, fluorescence polarization (AID 1018). one-dose displacement, % at 20 µM; IC50 in µM for titrated hits. XIAP BIR domain, fluorescence polarization peptide displacement; higher % means a stronger effect. hit rate 0.007% among 200,000; in the data active means displacement above about 50%; further: a part of the inactive calls stands beside numbers as strong as those of hits
# WT yeast gro inh – growth inhibition of WT yeast, mitochondrial fusion screen. hit rate 2.1% among 190,000. mitochondrial fusion phenotypic screen, WT strain. inhibition, % at 10 µM; in the data active means inhibition above about 58%; tested in S. cerevisiae
# M1AAP inhibition – P. falciparum M1AAP inhibitors, biochemical, fluorogenic H-Leu-NHMec substrate, 1536-well (AID 1445). one-dose inhibition, % at 30 µM; IC50 in µM for titrated hits. hit rate 0.42% among 220,000. recombinant M1AAP, H-Leu-NHMec fluorogenic kinetic assay; higher % means a stronger effect;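 active means primary inhibition above the hit cutoff, then over 50% inhibition at one or more dose response concentrations, cut at about 23% in these data, passing the limit was not always enough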;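 further: plate controls were DMSO full reaction for no effect and no enzyme background for full effect; strong numbers were not always called active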
# WT yeast gro inh mutant strain – second read-out of WT yeast gro inh, no call of its own (marks repeat the call); inhibition, %; mitochondrial fusion phenotypic screen, mutant strain inhibition
# Starred values were filed as active, the others as inactive; i = inactive; . = no result given. Unless noted, no stated cut-off is given here; in the data, active means inhibition above about 50%; inactive means the rest.
SMILES,TNAP activators,PMI inhibitors,PMI inhibition,LYP inhibition,Yfh1-depleted yeast,P. falciparum M17LAP,XIAP antagonists,WT yeast gro inh,WT yeast gro inh mutant strain,M1AAP inhibition
COc1ccc(-c2noc(CCCC(=O)Nc3cccnc3)n2)cc1OC,.,.,.,0%,i,-2%,.,.,.,9%
CN(C)CCNC(=O)c1ccc(Sc2ccc(Br)cc2)c([N+](=O)[O-])c1,1,7%,-2%,-9%,i,6%,-2.9%,52,39,5%
O=C(NN=C1CCCCCC1)c1cn(-c2ccccc2)nc1-c1ccccc1,1.1,8%,9%,-6%,i,20%,2.1%,19,7,2%
Cc1nc2ccccn2c1C(=O)NNC(=S)Nc1ccccc1,.,.,.,-3%,i,13%,.,.,.,4%
CCCCN(C)C(=S)Nc1ccc(Oc2ccccc2)cc1,1,18%,10%,-5%,i,8%,-2.3%,59*,37*,10%
COc1ccc(N(CC(=O)NC2CCCCC2)C(=O)CCCC(=O)Nc2ccccn2)c(OC)c1,1,10%,9%,1%,i,3%,-17%,-2,-9,-4%
Cc1cccc(Nc2nnc(SCc3cc(=O)n4cc(C)ccc4n3)s2)c1,0.9,5%,1%,-1%,i,33%,-1.5%,-1,-14,-11%
CC(=O)c1cn(CCCCCCCCCCn2cc(C(C)=O)c(=O)[nH]c2=O)c(=O)[nH]c1=O,1,7%,6%,-9%,i,-6%,-2.0%,-21,-1,-2%
CCOC(=O)CSc1nnc(CSc2nc3sc4c(c3c(=O)[nH]2)CCC4)n1-c1ccccc1,1,2%,-1%,0%,i,0%,-5.5%,-4,-2,15%
Cc1ccc(C2(CCNC(C)c3cccs3)CCOC(C(C)C)C2)cc1 (stereo not given),1,8%,5%,-7%,i,0%,-1.6%,26,20,-7%
N=c1n(CCO)c2ccccc2n1Cc1ccccc1Cl,1,17%,14%,-5%,.,0%,-21%,-9,-12,1%
Cc1ccc(C(C)C)c(OCC(O)CN2CCOCC2)c1 (stereo not given),1.1,-2%,-2%,-13%,i,7%,-0.7%,-2,-2,10%
CC(=O)c1cc2c(cc1NC(=O)CSc1nnc(C)s1)OCO2,1,8%,8%,-8%,i,-3%,-1.8%,-2,-2,6%
CCOC(=O)CSc1nnc(-c2ccc([N+](=O)[O-])cc2)o1,1,17%,20%,-2%,i,.,-6.1%,-4,-2,.
OC(CON=C1c2ccccc2-c2ccccc21)CN1CCNCC1 (stereo not given),1,-4%,-1%,-9%,i,1%,-0.9%,-2,1,3%
CC(C)(C)C(=O)NC1=NCCS1,1.1,13%,17%,-7%,i,-9%,-14%,-11,-7,-7%
COC(=O)C1=C(C)NC(C)=C(C(=O)OC)C1c1ccccc1[N+](=O)[O-],1,83%*,79%*,-9%,i,0%,-6.1%,-7,-19,11%
c1ccc2cc(-c3cc4ccccn4c3)ccc2c1,1.1,-37%,-64%,-6%,i,10%,-3.5%,-23,-9,3%
O=C(O)CC1Sc2nc3ccccc3n2C1=O (stereo not given),1.1,4%,-2%,-3%,.,-1%,-2.8%,-21,-1,4%
Nc1cc(=O)[nH]c(SCC(=O)Nc2ccc(S(=O)(=O)N3CCOCC3)cc2)n1,1.1,12%,7%,-9%,i,3%,-6.2%,18,10,3%
O=C(NCc1ccco1)Nc1ccc2nsnc2c1,1.1,5%,-9%,2%,i,-21%,-5.7%,4,2,11%
Cc1ccc(C(=O)N/C(=C/c2ccc(Cl)cc2)C(=O)Nc2cccc(C(=O)O)c2)cc1,1.1,-5%,-10%,-8%,i,20%,-4.6%,-8,6,-3%
O=C(Nc1nnc(SCc2c(Cl)cccc2Cl)s1)C1CC(=O)N(c2ccc3c(c2)OCCO3)C1 (stereo not given),1.1,-17%,-1%,10%,i,-1%,-15%,-2,12,13%
O=C1CC(c2nc3ccccc3[nH]2)CN1Cc1ccccc1 (stereo not given),1.1,6%,4%,-1%,i,8%,0.8%,11,11,1%
Cc1ccc(SCc2ccc(C(=O)Nc3cccnc3)cc2)cc1,1.2,-4%,-8%,-14%,i,-11%,-20%,2,-6,7%

# Ordered by length of the SMILES (low to high): some entries from above
SMILES,TNAP activators,PMI inhibitors,PMI inhibition,LYP inhibition,Yfh1-depleted yeast,P. falciparum M17LAP,XIAP antagonists,WT yeast gro inh,WT yeast gro inh mutant strain,M1AAP inhibition
O=C(O)CC1Sc2nc3ccccc3n2C1=O (stereo not given),1.1,4%,-2%,-3%,.,-1%,-2.8%,-21,-1,4%
N=c1n(CCO)c2ccccc2n1Cc1ccccc1Cl,1,17%,14%,-5%,.,0%,-21%,-9,-12,1%
CCCCN(C)C(=S)Nc1ccc(Oc2ccccc2)cc1,1,18%,10%,-5%,i,8%,-2.3%,59*,37*,10%

# The results go on:
SMILES,TNAP activators,PMI inhibitors,PMI inhibition,LYP inhibition,Yfh1-depleted yeast,P. falciparum M17LAP,XIAP antagonists,WT yeast gro inh,WT yeast gro inh mutant strain,M1AAP inhibition
CC(Oc1cccc(F)c1)c1ccnc2nc(/N=C/N(C)C)nn12 (stereo not given),1,-21%,1%,-6%,i,-8%,-6.2%,-4,18,0%
COc1ccc(C2NC(=O)N(C)C3=C2C(=O)CC(C)(C)C3)cc1OC (stereo not given),0.9,0%,-1%,-12%,i,26%,-14%,2,-8,7%
COc1ccccc1-c1cc(C(F)(F)F)nc(S(=O)(=O)CCCC(=O)Nc2cccnc2Cl)n1,1.1,-23%,-3%,-1%,i,13%,-4.5%,22,1,6%
O=C(/C=C/c1ccc(Br)cc1)N1CCN(c2cccc(C(F)(F)F)c2)CC1,1.1,23%,19%,1%,i,4%,-3.8%,42,22,0%
COc1ccc(-n2nc3cc(C)c(NC(=O)c4cccnc4)cc3n2)cc1,1.1,-5%,-6%,-5%,i,-3%,-9.6%,3,-5,2%
COC(=O)c1ccc(/C=N/Nc2nc(N3CCCCC3)nc(N3CCCCC3)n2)cc1,1.1,-2%,6%,2%,i,0%,-5.0%,15,16,0%
O=C1CCCC(O)=C1C=Nc1cccc(C(F)(F)F)c1,1.1,-27%,-19%,-8%,i,37%,-3.6%,-11,-12,7%
Cc1ccc(-n2ncc3c(=O)[nH]c(SCC(=O)N4CCCCC4)nc32)cc1,1,-1%,-4%,1%,i,7%,-6.0%,5,6,9%
O=C(Cc1ccc(Cl)cc1)Nc1ccc(-c2nnc(-c3ccco3)o2)cc1,1.1,3%,-3%,-7%,i,-6%,-0.1%,11,9,3%
CCCCc1ccc(NC(=S)NCc2cccc(OC)c2)cc1,1.5,8%,4%,6%,i,0%,-0.7%,66*,58*,-3%
COc1ccc(NC(=O)CCc2nc3ccccc3s2)c(OC)c1,1.1,7%,12%,-5%,i,-1%,-6.3%,-4,0,-4%
O=C(NC12CC3CC(CC(C3)C1)C2)N1CCN(S(=O)(=O)c2ccc(Cl)cc2)CC1,1.1,27%,15%,0%,i,-5%,-11%,-6,24,1%
CCN(CC)S(=O)(=O)c1cccc(-c2nnc(SCC#N)n2Cc2ccccc2)c1,1.1,7%,9%,-5%,i,10%,-5.0%,-6,-5,0%
CCOC(=O)CNC(=O)c1ccc2[nH]c3c(c2c1)CCCC3,1,4%,10%,-11%,i,1%,-3.6%,3,11,4%
O=C(COC(=O)CCCSc1nc2ccccc2[nH]1)Nc1ccc(Oc2ccccc2)cc1,1.3,26%,25%,-1%,i,9%,-10%,40,5,-3%
COc1cc2c3nnc(-c4ccccc4)c-3cn(Cc3ccc(F)cc3)c2cc1OC,1.2,-4%,-1%,-16%,i,2%,-14%,-3,-6,4%
O=C(NC(=S)NC(=O)c1ccccc1F)c1ccccc1F,1.1,4%,-25%,-3%,i,15%,-4.6%,-11,-9,11%
Cn1ccnc1SCC(=O)Nc1nc2ccccc2s1,0.9,-6%,-4%,-5%,i,0%,-7.5%,10,19,0%
Cc1nc2scc(-c3ccc(C(C)(C)C)cc3)c2c(=O)n1N,1,-7%,-9%,-1%,i,12%,-7.9%,-9,6,-3%
O=C(CN1C(=O)NC2(CCCC2)C1=O)N1CCN(S(=O)(=O)c2ccc(Cl)cc2)CC1,1.2,-11%,-1%,-2%,i,5%,-4.6%,-9,-13,6%
Cc1cc(=O)[nH]c(N/N=C/c2ccc(Br)s2)n1,1.4,12%,14%,1%,i,34%,-8.2%,-4,-17,22%
CCOCCCn1c(=NC(=O)c2cccs2)c(C#N)cc2c(=O)n3cccc(C)c3nc21,.,.,.,-36%,i,-37%,.,.,.,5%
O=C(O)c1ccc(NS(=O)(=O)c2ccc3c(c2)C(=O)c2ccccc2C3=O)cc1,1,-34%,3%,-7%,i,.,-0.7%,-4,-8,.
COc1ccccc1N1C(=O)C2C(c3ccc(F)cc3)NN(C(=O)c3ccc(C)cc3)C2C1=O (stereo not given),1.1,9%,12%,-1%,i,-1%,-5.6%,-1,13,-3%
CCn1nnc(NC(=O)c2ccc(C(C)(C)C)cc2)n1,1,-11%,-8%,-7%,i,-3%,-8.3%,2,2,-1%
# Next part:
SMILES,TNAP activators,PMI inhibitors,PMI inhibition,LYP inhibition,Yfh1-depleted yeast,P. falciparum M17LAP,XIAP antagonists,WT yeast gro inh,WT yeast gro inh mutant strain,M1AAP inhibition
O=C(NN1CCOCC1)c1cc(-c2ccc(Br)cc2)nc2ccccc12,1,-5%,-2%,-1%,i,16%,-2.2%,-6,-2,2%
Cc1cc(Oc2ccc(C)c(Cl)c2)nc(SCC(=O)c2ccccc2)n1,1,21%,6%,-7%,i,1%,-7.0%,30,-8,7%
CCCn1c(N)c(C(=O)CSc2nnnn2-c2ccc(O)cc2)c(=O)n(C)c1=O,0.9,-4%,-6%,-2%,i,-2%,-10%,2,-18,2%
c1ccc(-c2ccccc2OCCCN2CCCCCC2)cc1,1.1,-6%,-6%,-18%,i,-1%,-3.3%,14,25,-6%
Cc1cc(C)nc(SCc2nnc(SCC(=O)NCc3ccco3)n2-c2ccccc2)n1,1.1,3%,4%,-1%,i,1%,-1.0%,10,18,0%
CC(NC(=O)COC(=O)c1ccc2c(c1)OCO2)c1ccccc1 (stereo not given),0.9,-13%,-7%,-6%,i,10%,-7.7%,1,-26,8%
O=c1[nH]c(=O)c2ncc(-c3ccc(Cl)cc3)nc2[nH]1,1.6,-12%,-4%,-2%,i,0%,-8.7%,-6,6,7%
O=C1CCN(Cc2nnnn2CC2CCCO2)c2ccccc2N1 (stereo not given),1.1,-5%,-6%,-9%,i,11%,-5.9%,8,4,-5%
Cc1ccc(S(=O)(=O)N(C)Cc2ccc(C(=O)NN=C(CC(C)C)CC(C)C)cc2)cc1,1,15%,12%,-4%,i,4%,-3.2%,28,-20,-3%
CCn1c(N2CCN(CC(=O)c3c(C)n(C)c4ccc(OC)cc34)CC2)nc2c1c(=O)[nH]c(=O)n2C,.,.,.,-2%,i,1%,.,.,.,3%
Cc1ccc2nc(C(=O)O)c(C(=O)O)nc2c1,1.1,-4%,-6%,-4%,i,11%,1.7%,1,-5,8%
COc1cc(Br)cc2cc(C(=O)N3CCN(C(=O)c4ccco4)CC3)c(=O)oc12,1.1,5%,-1%,-9%,i,-6%,-9.3%,3,-11,4%
C/C=C(\C)C(=O)NCCN1C2=NC[C@@H](C)N2C[C@H]1Cc1ccc(O)cc1,1.1,7%,11%,-5%,i,-4%,-6.7%,-13,14,1%
CCOc1ccc(CC(=O)NNC(=O)NC2CCCCC2)cc1,1.2,1%,-2%,-5%,i,-1%,-1.3%,-6,-6,-1%
